HIF act – HIF pathway transcriptional activation; activation, % at 7.5 µM (by protocol); U2OS HRE-luciferase reporter, luminescence; normalized: DMSO 0%, desferrioxamine 100%; actives 0.32% (n = 300,000); AID 1910;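 active = mean activation of at least 10% of the iron chelator positive control signal, with at least half of replicates also reaching 10%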
GSK3A inh – human GSK-3 alpha kinase inhibition | P49840 | ADP-Glo luminescence, 60 min | inhibition, % at 10 µM | actives 0.1% (n = 320,000) | AID 2650;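 in the data active = inhibition above about 50%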;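 note: GST-tagged GSK-3 alpha with peptide substrate and 25 µM ATP; 0% = DMSO neutral wells and 100% = GW8510 positive control wells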
Target sequence (P49840 whole entry, looked up): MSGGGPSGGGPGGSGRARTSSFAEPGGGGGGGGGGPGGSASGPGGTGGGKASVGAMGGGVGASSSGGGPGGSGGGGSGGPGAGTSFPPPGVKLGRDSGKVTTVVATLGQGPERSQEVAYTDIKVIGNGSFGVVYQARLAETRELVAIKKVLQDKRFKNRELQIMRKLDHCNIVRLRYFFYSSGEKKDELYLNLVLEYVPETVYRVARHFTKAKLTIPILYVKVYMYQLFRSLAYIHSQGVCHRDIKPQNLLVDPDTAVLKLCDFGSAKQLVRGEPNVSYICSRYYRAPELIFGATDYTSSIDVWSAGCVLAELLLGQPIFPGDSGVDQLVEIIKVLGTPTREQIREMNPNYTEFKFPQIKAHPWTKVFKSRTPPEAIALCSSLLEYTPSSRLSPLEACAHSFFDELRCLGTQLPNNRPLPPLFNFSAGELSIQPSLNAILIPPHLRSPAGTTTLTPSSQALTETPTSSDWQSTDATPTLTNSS
HSF-1 act – increases HSF-1 driven luciferase reporter signal; NIH3T3-HGL HSF-1 luciferase reporter, MG132, 8 h; 100% = twice DMSO control signal; activation, % at 9 µM; actives 1.7% (n = 300,000);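 active = mean replicate activation of at least 50% with a set share of replicates each reaching 50%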;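 note: 0% = median of the neutral control wells and 100% = twice that signal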
AI-2 QS mod – modulators of Vibrio harveyi AI-2 quorum sensing system; Vibrio harveyi JMH597 AI-2 luminescence/OD600 ratio, 9 h; hits give low values; strain lacks LuxN and CqsS sensors; 0 = neutral-control median; activity change, % at 7.5 µM; actives 0.4% (n = 300,000); AID 2094; in the data active = activity change below about -75%, passing the limit was not always enough;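 note: luminescence divided by OD600 gain over 9 h not by final OD600 alone; inactives centre near 13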
aSyn UTR inh – MLPCN primary screen, SNCA 5' untranslated region; alpha-synuclein 5'UTR reporter, inhibitor activity; inhibition, % (tested at 7.5 µM); actives 0.82% (n = 300,000); in the data active = inhibition above about 60%;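 note: H4 neuroglioblastoma cells stably carrying SNCA 5'UTR luciferase fusion; 0% = DMSO wells and 100% = positive control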
GSK3beta inhib – blocks human GSK3beta kinase activity; activity score (negative = inhibition), % at 10 µM; actives 0.038% (n = 300,000); GST-GSK3beta kinase, ADP-Glo luminescence, 60 min; hits give low values; P49841;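 active = more than half of replicate wells score below -50%, meaning over 50% inhibition versus plate controls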;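 note: 0% = median DMSO wells and -100% = median GW8510 positive control wells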
Target sequence (P49841 whole entry, looked up): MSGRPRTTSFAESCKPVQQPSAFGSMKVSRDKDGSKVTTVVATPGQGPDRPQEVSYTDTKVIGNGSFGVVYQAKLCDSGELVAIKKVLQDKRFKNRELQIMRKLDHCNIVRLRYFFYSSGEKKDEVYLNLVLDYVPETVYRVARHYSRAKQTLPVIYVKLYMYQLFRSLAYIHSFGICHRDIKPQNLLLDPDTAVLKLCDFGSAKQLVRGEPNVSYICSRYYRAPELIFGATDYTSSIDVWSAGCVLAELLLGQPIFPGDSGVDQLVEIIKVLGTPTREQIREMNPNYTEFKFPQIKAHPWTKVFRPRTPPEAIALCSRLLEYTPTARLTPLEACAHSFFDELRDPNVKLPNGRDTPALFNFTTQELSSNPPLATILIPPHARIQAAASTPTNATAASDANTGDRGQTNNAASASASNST
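Assay system: GST-fused GSK3beta enzyme, cell-free / Medium: Tris pH 7.5 buffer with MgCl2, DTT, BSA, heparin / Also added: peptide substrate plus 25 µM ATP (final) / Compound: 10 µM single point / Timing: kinase reaction with compound 60 min at room temperature / Detection: ADP-Glo luminescence / Benchmarks: DMSO neutral wells and GW8510 at 20 µM as positive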
KLF5 inhibitor – kruppel-like factor 5 inhibition. DLD-1 KLF5 promoter-luciferase reporter, luminescence. inhibition, % at 5 µM. actives 0.23% (n = 290,000). AID 1700;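 active = inhibition above a per-plate limit of that plate's mean compound inhibition plus 3 SD, cut at about 60% in these data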;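 note: 0% = DMSO wells and 100% = LY294002 at 200 µM; higher means less KLF5 promoter-driven luciferase light; inactives centre near -14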
HSP90 inh – inhibitors of HSP90 luciferase refolding in rabbit reticulocyte lysate; luciferase refolding luminescence, 3 h; inhibition, % at 5.6 µM; actives 0.91% (n = 290,000);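 active = inhibition above the screen-wide mean plus 3 SD, computed separately per campaign, cut at about 16% in these data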;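 note: 0% = DMSO wells and 100% = 60 µM geldanamycin wells; inhibitors lower the luminescence because luciferase stays unfolded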
IEC-6 cytotox – IEC-6 cytotoxicity, counter-screen for KLF5 inhibitors | luminescence viability | inhibition, % at 5 µM | actives 0.78% (n = 290,000) | AID 1825; in the data active = inhibition above about 22%;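 note: 0% = plate median of test compound wells and 100% = cytotoxic reference compound wells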
HSF1 inhib – HSF1 inhibition | NIH3T3-HGL HSE-luciferase, MG132-induced, luminescence 8 h; hits give low values | activity change, negative = inhibition, % at 7.5 µM (by protocol) | actives 0.77% (n = 300,000);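 active = more than half of replicate wells show activity change below -50%, luminescence cut by over half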;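 note: luciferase reports HSF-1 transcriptional activity via heat shock element; 0% = median of DMSO wells and -100% = zero luminescence signal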
* = called active by the depositor; x = not tested or not shown.

The opening 5 compounds, ahead of the listing:
SMILES	HIF act	GSK3A inh	HSF-1 act	AI-2 QS mod	aSyn UTR inh	GSK3beta inhib	KLF5 inhibitor	HSP90 inh	IEC-6 cytotox	HSF1 inhib
CN(CC(=O)Nc1cccc(F)c1)C(=O)c1cn(-c2ccccc2)nc1-c1ccccc1	1.6	-2	-12	11	10	-3	-26	-2	1	-1
CN(CC(=O)NC1CCCCC1)S(=O)(=O)c1cccc2cccnc12	x	-4	0	24	-2	3	-35	0	3	-3
CCCCNC(=O)Nc1ccc2c(c1)N(C)C(=O)c1ccccc1S2	-15	2	-6	25	22	-1	-31	-3	-4	-8
O=C(O)c1cccc(S(=O)(=O)Nc2ccccc2Cl)c1	-0.2	-3	-1	49	2	4	-18	-3	-6	5
COc1ccccc1OCCCCNC(C)(C)C	-0.1	1	8	1	9	1	-17	-7	-3	-8

Main list (from the top)
SMILES	HIF act	GSK3A inh	HSF-1 act	AI-2 QS mod	aSyn UTR inh	GSK3beta inhib	KLF5 inhibitor	HSP90 inh	IEC-6 cytotox	HSF1 inhib
CN(CC(=O)Nc1cccc(F)c1)C(=O)c1cn(-c2ccccc2)nc1-c1ccccc1	1.6	-2	-12	11	10	-3	-26	-2	1	-1
CN(CC(=O)NC1CCCCC1)S(=O)(=O)c1cccc2cccnc12	x	-4	0	24	-2	3	-35	0	3	-3
CCCCNC(=O)Nc1ccc2c(c1)N(C)C(=O)c1ccccc1S2	-15	2	-6	25	22	-1	-31	-3	-4	-8
O=C(O)c1cccc(S(=O)(=O)Nc2ccccc2Cl)c1	-0.2	-3	-1	49	2	4	-18	-3	-6	5
COc1ccccc1OCCCCNC(C)(C)C	-0.1	1	8	1	9	1	-17	-7	-3	-8
COC(=O)[C@@]12CCCCN1[C@H](c1ccc(-c3ccc(C(C)=O)cc3)cc1)[C@@H]1C(=O)N(C)C(=O)[C@@H]12	-0.2	-1	11	22	20	1	x	x	x	2
O=C(O)c1cccc(S(=O)(=O)Nc2cccc3ccccc23)c1	-0.3	-5	-12	-3	29	-9	-13	-5	8	-8
CC(C)C1Nc2ccc(C(=O)NCc3ccco3)cc2NC1=O (stereo not drawn)	-0.4	1	22	26	7	1	6	-2	2	5
CC(C)CNC(=O)C1CCN(c2ccc(S(=O)(=O)N3CCOCC3)cc2Cl)CC1	0.1	-4	-3	40	24	0	16	-4	-3	-7
C=CCOc1cccc(/C=N/NC(=O)C(=O)NCc2ccco2)c1	-0.5	0	-8	19	10	3	-19	4	1	-3
CNC(=O)N1CCN(C(=O)NC)CC1	0.3	-4	x	10	13	0	-27	3	-9	x
O=C(c1ccccc1)c1ccc(C(=O)N2CCN(c3ccc(F)cc3)CC2)o1	-0.2	2	13	14	-1	0	-15	0	0	0
Cc1ccccc1C(=O)NC(CC(C)C)C(=O)OCc1cc(=O)n2cc(Br)ccc2n1 (stereo not drawn)	3.0	-3	48	31	-73	7	-48	0	-8	22
CC(C)Oc1cccc(C(=O)C2CCCN(C(=O)c3ccsc3)C2)c1 (stereo not drawn)	0.2	2	4	16	5	1	-26	0	1	6
COC(=O)[C@@H]1C[C@H]2CC[C@H](O)C[C@H]2N1Cc1ccc(C)s1	0.6	-1	-16	3	3	-1	x	x	x	2
N#C/C(=C\C=C\c1ccccc1[N+](=O)[O-])c1nc(-c2ccc3c(c2)OCO3)cs1	-1.9	-1	39	10	-22	-2	-27	2	1	8
COC(=O)c1ccc(C(=O)N2CCCC(Nc3ccc(F)c(F)c3)C2)cc1 (stereo not drawn)	-0.1	-1	1	29	-4	5	-16	-2	0	4
O=C(CCC1CCCC1)NCCS(=O)(=O)N1CCN(c2ccccc2)CC1	3.3	0	-11	10	5	-3	x	x	x	6
COCCNC(=O)C(=O)Nc1ccc(Br)cc1	1.3	-6	13	22	-103	1	-47	3	2	10
COc1ccc(N2CCN(C(=O)c3cc4c(C)nc5ccccc5c4o3)CC2)cc1	-0.6	-2	-1	12	8	3	-13	-3	2	-1
Cn1c(=O)c2c(nc(NCc3cccnc3)n2Cc2ccccc2Cl)n(C)c1=O	0.2	0	-11	7	3	-4	0	1	1	-2
CC(Sc1nc2ccccc2n1C)C(=O)Nc1ccc(N2CCOCC2)cc1 (stereo not drawn)	0.3	-1	9	-3	-4	1	-13	4	-2	-6
Cc1cc(C(=O)CSc2n[nH]c(N)n2)c(C)n1-c1ccc2c(c1)OCO2	0.1	-4	8	49	0	2	-24	2	1	-7
NC(=O)C1CC(=O)N(c2ccc(OCc3ccccc3Cl)cc2)C1 (stereo not drawn)	0.7	7	26	18	-58	-1	19	3	7	1
CC(C)CN(CC(C)C)C(=O)CS(=O)(=O)Cc1ccccc1	-0.3	0	11	22	-6	1	-15	2	-3	0
New compounds follow.
SMILES	HIF act	GSK3A inh	HSF-1 act	AI-2 QS mod	aSyn UTR inh	GSK3beta inhib	KLF5 inhibitor	HSP90 inh	IEC-6 cytotox	HSF1 inhib
C=CCN1C(=O)/C(=C/c2ccc(OCC(=O)O)cc2)S/C1=N/c1nccs1	0.2	1	-4	55	21	-21	10	4	3	-9
COCc1nnc(NC(=O)C2CC(=O)N(C3CCCCC3)C2)s1 (stereo not drawn)	0.0	3	-4	0	-8	-3	-13	0	-7	-2
COCCNC(=O)c1ccc(CS(=O)(=O)c2cccc(C(F)(F)F)c2)o1	0.7	0	47	2	-5	0	-31	-1	-1	16
CCN1CCN(S(=O)(=O)c2ccc(C(=O)Nc3sc4c(c3C(N)=O)CCN(CC)C4)cc2)CC1	0.0	0	-4	7	-7	-1	-5	2	-1	-7
Cc1ccc(NC(=O)CN2C(=O)COc3ccc(S(=O)(=O)N4CCCC4)cc32)c(C)c1	-0.4	-3	1	10	-2	2	-7	0	-2	7
COc1ccc(S(=O)(=O)N2CCC(C(=O)N3CCCC3)CC2)cc1	-0.2	-4	2	20	-3	2	-11	3	4	-5
O=C(Nc1cccc(Br)c1)c1cc(=O)c2ccccc2o1	0.5	-1	1	4	-28	2	-41	4	9	3
O=C(CSCc1ccccc1)Nc1ccc(F)c(F)c1	2.4	-1	25	9	-136	2	-48	1	-7	11
COC(=O)C(C#N)C(=C1C(=O)CC(C)(C)CC1=O)c1ccc(O)cc1 (stereo not drawn)	-0.3	-2	-6	12	8	3	-23	-2	-5	10
NC(=O)c1ccc(Oc2ccc(Cl)cc2)c([N+](=O)[O-])c1	-0.3	-1	-34	12	14	2	-27	-3	2	-18
O=C(CCNC(=O)c1ccc(Cl)cc1)Nc1c(F)c(F)cc(F)c1F	0.2	-2	-6	-4	8	18	-42	1	8	0
Cc1occc1-c1n[nH]c(=S)n1-c1ccccc1	0.1	0	-15	9	23	1	-37	0	-8	-4
CCOC(=O)c1nc(C)n(-c2ccc(Cl)cc2Cl)n1	0.1	-2	-9	34	19	3	-29	18*	5	-7
CCOc1ccc(NC(=O)COC(=O)Cn2cnnn2)cc1OCC	0.1	-1	2	2	24	-1	-7	3	-2	-6
CCc1ccc(NC(=O)/C(C#N)=C/c2cc3ccc(C)cc3nc2N2CCOCC2)cc1	0.0	1	-1	34	11	-3	-22	7	-4	-7
Cc1ccc(CS(=O)Cc2ccc(C(=O)NCC(C)c3ccccc3)o2)cc1 (stereo not drawn)	0.7	-2	5	32	9	-3	-11	4	-5	4
O/N=C1/CCc2nonc2/C1=N/O	-0.3	0	-2	16	18	0	1	-4	-2	-6
CN1C=CC=C/C1=C1/N=C(c2ccccc2)OC1=O	-0.2	0	14	6	-3	-1	-7	1	-3	-2
Cc1ccc2oc(C(=O)N(Cc3ccc(N(C)C)cc3)CC3CCCO3)c(C)c2c1 (stereo not drawn)	0.6	x	16	18	3	0	-13	4	-4	5
CCc1ccccc1N(CC(=O)NCCc1ccccc1)C(=O)CCC(=O)Nc1ccccn1	-0.8	1	18	4	5	1	-22	2	-4	-4
Cc1onc(-c2ccccc2Cl)c1C(=O)NCc1cccnc1	-0.1	3	2	25	-14	4	-16	1	-6	-9
Cc1cc(C(=O)CN2C(=O)NC(C)(c3ccccc3)C2=O)c(C)n1CC1CCCO1 (stereo not drawn)	0.3	1	-1	32	-18	0	-1	2	2	-1
Cc1cc(C(=O)N/N=C/c2ccncc2)c(C)o1	-0.1	2	19	-9	-9	-7	-13	3	7	-2
CCOC(=O)c1cccc(-c2ccc(C=O)o2)c1	0.4	0	19	-2	-32	1	-14	-1	2	8
CN(c1ccccc1)c1ccc(/C=N/N2CCOCC2)cc1	1.3	1	61*	3	-156	1	-54	-6	4	19
Next section:
SMILES	HIF act	GSK3A inh	HSF-1 act	AI-2 QS mod	aSyn UTR inh	GSK3beta inhib	KLF5 inhibitor	HSP90 inh	IEC-6 cytotox	HSF1 inhib
O=C(C[n+]1cc(-c2ccccc2)n2c1CCC2)Nc1nc(-c2ccc(F)cc2)cs1	-7.3	2	14	40	-14	-4	0	4	0	-4
COc1cc2cc(C(=O)O)[nH]c2c(OC)c1OC	0.2	0	-6	29	6	1	-19	-1	-7	6
Cc1cc(Cl)ccc1OC(C)C(=O)NC(C)C1CCCO1 (stereo not drawn)	1.3	1	-60	-2	-8	3	-14	-4	-5	-49
CCN(C(=O)COc1cc(=O)n(CC)c2ccccc12)c1cc(Cl)ccc1OC	-0.5	1	8	23	-40	1	-30	2	13	0
CCOC(=O)c1cc(=O)n2nc(-c3ccccc3F)nc2s1	-0.2	-2	5	26	-20	2	-29	-2	-7	14
CCCCOc1ccc(CSc2nnc(C)n2N)cc1[N+](=O)[O-]	0.1	-1	24	20	-13	-1	-34	-2	2	-4
COc1ncnc(OC)c1NC(=O)c1ccc(F)cc1	-16	0	-29	8	-10	2	-9	-1	-1	-3
Cc1cc(OC(=O)c2cccc(F)c2)c([N+](=O)[O-])c(=O)[nH]1	0.2	-2	12	13	3	3	-24	-2	2	2
COc1ccc2nc(C)c3c(c2c1)OC(C)C3 (stereo not drawn)	-0.1	0	-1	19	7	0	-14	-4	-1	-4
O=C(O)c1cccc(N2C(=O)c3ccc4c5c(ccc(c35)C2=O)C(=O)N(c2cccc(C(=O)O)c2)C4=O)c1	-0.2	-1	-13	17	9	-1	-20	2	2	-4
CC(=O)c1ccc(N2CCN(C(=O)c3ccc(Cn4c(=S)[nH]c5ccc(N6CCOCC6)cc5c4=O)cc3)CC2)cc1	1.2	-2	2	51	-72	1	-66	5	4	4
COc1ccc(/C=C2\CCCc3c2nc2ccc(C)cc2c3C(=O)O)cc1O	0.0	2	-2	2	-7	3	12	3	-6	0
COc1ccccc1CN(CC(=O)NCc1ccc(F)cc1)C(=O)c1csnn1	0.0	1	3	31	11	1	-12	0	0	-2
CC(C)(O)CC[C@@H](O)[C@](C)(O)[C@H]1CC[C@@]2(O)C3=CC(=O)[C@@H]4C[C@@H](O)[C@@H](O)C[C@]4(C)[C@H]3CC[C@]12C	-0.7	-2	0	2	8	-2	-20	-4	1	-3
CCOc1ccc(CCNC(=O)COC(=O)Cn2cnc3c2c(=O)n(C)c(=O)n3C)cc1OCC	-0.3	1	-9	4	7	1	x	x	x	-13
CCOc1cnc(C(=O)NNC(=O)c2ccccc2Br)o1	-0.4	1	22	9	-7	2	-9	-3	4	-6
O=[N+]([O-])c1cc(Cl)ccc1-c1nc(-c2ccncc2)no1	0.8	2	20	10	-143	4	-16	1	1	10

Screening data from PubChem.
